FLuc modulator: qHTS profiling assay for firefly luciferase inhibitor/activator using purifed enzyme and Km concentrations of substrates (counterscreen for miR-21 project) | Luciferin 4-monooxygenase (Photinus pyralis), P08659 | purified FLuc, Km substrates, luminescence inhibition | Potency, µM (doses to about 57.5 µM), inactives show top-dose activity change, negative = inhibition, actives largely listed as inhibitors | hit rate 6.9% among 360,000;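 further: potency means the concentration at half of the fitted maximal effect; plate controls were vehicle for no effect and reference inhibitor for full effect; nearly all actives have a fitted effect of over 55% in size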
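Biochemical qHTS of compounds, final roughly 60 µM downward over six points, against 10 nM purified firefly luciferase using Km concentrations of substrates (10 uM D-luciferin, 10 uM ATP) in Tris acetate pH 7.5 buffer; luminescence output.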
BRCA1 expr act: qHTS Assay to Identify Small Molecule Activators of BRCA1 Expression; Potency, µM (doses to about 46.1 µM), inactives show top-dose activation, usual class: activators; MCF7-BRCA1-FFLuc reporter, luminescence, 48 h; response scale: scaled: vehicle 0%, 10 µM genistein 100%; hit rate 1.1% among 380,000; further: potency means the concentration at half of the fitted maximal effect; nearly all actives have a fitted effect of over 80% in size; some results filed as inactive show a strong effect at the top dose
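Luminescence from a BRCA1-driven firefly luciferase in MCF7 cells was the read-out, taken 15 min after substrate addition following 48 h compound exposure at 37 °C. Data were normalized to a 10 microM genistein control and DMSO vehicle.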
p53 reactivation: qHTS assay for re-activators of p53 using a Luc reporter; H1299 p53-A138V BP100-luciferase reporter, luminescence, 24 h; Potency, µM (top dose mostly 92.2 µM), for inactives: at the top dose activity change, positive = activation, actives largely listed as activators; hit rate 0.063% among 320,000; AID 504706, 2011; further: potency means the concentration at half of the fitted maximal effect; % of control where 0% means no effect; nearly all actives have a fitted effect of over 45% in size
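H1299 (p53-null), stable ts p53-A138V + BP100-Luc; 1000 cells/well, Opti-MEM/10% FBS; cpd 4 pt, 1:5; 24 h, 37 deg C, 5% CO2; detection reagent 10 min RT; luminescence.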
RORgamma inh: qHTS for inhibitors of ROR gamma transcriptional activity. Drosophila S2 Gal4-RORgamma UAS-luciferase reporter, 20 h. Potency, µM (top dose mostly 53.6 µM), without a hit: at the highest dose activity change, negative = inhibition, most hits filed as inhibitors. Nuclear receptor ROR-gamma (Mus musculus), P51450. hit rate 5.4% among 310,000; further: potency means the concentration at half of the fitted maximal effect; on the % scale 0 is the no-effect control and ±100 the full control effect; nearly all actives have a fitted effect of over 60% in size
Target sequence (P51450 whole entry, looked up, the tested form may be a part): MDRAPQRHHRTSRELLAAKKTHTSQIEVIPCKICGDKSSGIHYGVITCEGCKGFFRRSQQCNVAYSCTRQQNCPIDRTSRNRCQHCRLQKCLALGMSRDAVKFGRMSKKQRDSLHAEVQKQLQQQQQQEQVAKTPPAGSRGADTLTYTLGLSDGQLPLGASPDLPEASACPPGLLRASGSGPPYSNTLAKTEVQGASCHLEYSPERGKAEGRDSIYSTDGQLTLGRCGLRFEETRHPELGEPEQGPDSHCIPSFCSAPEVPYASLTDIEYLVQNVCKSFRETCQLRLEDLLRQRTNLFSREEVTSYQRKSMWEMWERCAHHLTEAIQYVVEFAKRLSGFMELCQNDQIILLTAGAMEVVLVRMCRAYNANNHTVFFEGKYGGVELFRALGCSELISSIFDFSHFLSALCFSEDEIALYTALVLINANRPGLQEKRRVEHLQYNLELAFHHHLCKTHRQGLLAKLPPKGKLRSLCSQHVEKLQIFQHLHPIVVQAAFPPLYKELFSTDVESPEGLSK
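Drosophila Schneider cells stably carrying a metallothionein-driven Gal4 DBD–ROR gamma fusion and a UAS-Photinus luciferase reporter were exposed to compound for 1 hr, then induced with copper sulfate (700 uM final) for 20 hr at ambient temperature before luminescence reading.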
VP16 counter: VP16 counterscreen qHTS for inhibitors of ROR gamma transcriptional activity | Drosophila S2 Gal4-VP16 UAS-luciferase, luminescence, 20 h | Potency, µM (top dose mostly 53.6 µM), for inactives: at the highest dose activity, negative = inhibition, usual class: inhibitors | hit rate 3.5% among 310,000;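 further: Gal4-VP16 expression switched on by copper sulfate through the metallothionein promoter; potency means the concentration at half of the fitted maximal effect; on the % scale 0 is the no-effect control and ±100 the full control effect; nearly all actives have a fitted effect of over 50% in size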
ELG1 genotoxic: qHTS screen for small molecules that induce genotoxicity in human embryonic kidney (HEK293T) cells expressing luciferase-tagged ELG1 | HEK293T ELG1-luciferase reporter, luminescence, 16 h | Potency, µM (series often up to 46 µM), for the others: at the top dose activity change, positive = activation, usual class: activators | hit rate 1.3% among 330,000; further: potency means the concentration at half of the fitted maximal effect; % of control where 0% means no effect; nearly all actives have a fitted effect of over 60% in size
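DMSO vehicle served as control against compound-treated ELG1-luciferase HEK293T cells; exposure lasted 16 hr at 37 °C and 5% CO2, followed by ONE-Glo luminescence detection after 30 min.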
Menin MLL FP TR: qHTS Assay for Inhibitors Targeting the Menin-MLL Interaction in MLL Related Leukemias: Competition With Texas Red Labeled MLL-derived Mutant Peptide; O00255; Menin + Texas Red MLL mutant peptide, fluorescence polarization; Potency, µM (top dose mostly 61.6 µM), without a hit: top-dose FP activity change, negative = inhibition, actives largely listed as inhibitors; hit rate 0.23% among 270,000; AID 1768, 2009; active means well fitted inhibition curve with a large enough effect in the polarisation, with a control signal flat, not every such curve was filed as active; inconclusive means small, poorly fitted or top-dose-only effect, or effect the other way, or a change in a side signal; inactive means no such curve, though single readings can be large or run the other way; the % refers to the polarisation; further: potency means the concentration at half of the fitted maximal effect; % of control where 0% means no effect; many of its hits are not listed in these tables
Target sequence (O00255 whole entry, looked up): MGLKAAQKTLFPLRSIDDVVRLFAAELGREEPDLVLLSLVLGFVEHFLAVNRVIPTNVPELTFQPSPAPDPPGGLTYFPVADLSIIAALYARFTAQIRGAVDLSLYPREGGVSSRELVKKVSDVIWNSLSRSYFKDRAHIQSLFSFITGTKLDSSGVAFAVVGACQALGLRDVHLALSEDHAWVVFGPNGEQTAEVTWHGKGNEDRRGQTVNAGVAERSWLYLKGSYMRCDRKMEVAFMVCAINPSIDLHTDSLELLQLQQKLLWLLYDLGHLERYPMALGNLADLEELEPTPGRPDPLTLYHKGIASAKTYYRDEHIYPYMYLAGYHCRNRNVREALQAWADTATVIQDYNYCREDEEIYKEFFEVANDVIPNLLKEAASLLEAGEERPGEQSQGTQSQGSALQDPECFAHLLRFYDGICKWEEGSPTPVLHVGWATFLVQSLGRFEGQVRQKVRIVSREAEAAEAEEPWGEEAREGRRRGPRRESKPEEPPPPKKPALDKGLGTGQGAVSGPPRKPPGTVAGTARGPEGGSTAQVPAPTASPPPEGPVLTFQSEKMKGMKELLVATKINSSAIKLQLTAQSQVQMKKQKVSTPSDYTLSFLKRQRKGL
Rab9 promoter act: qHTS Assay for Rab9 Promoter Activators; hit rate 2.8% among 320,000; Huh7 Rab9 promoter-luciferase reporter, luminescence, 24 h; Potency, µM (series often up to 9.22 µM), for inactives: at the highest dose activation, negative = inhibition, actives largely listed as activators; further: potency means the concentration at half of the fitted maximal effect; % of control where 0% means no effect; nearly all actives have a fitted effect of over 60% in size
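Luciferase signal after 10 min detection reagent at ambient indicates Rab9 promoter upregulation; stably transfected Huh7 cells were treated 24 h with compound in DMSO at 37 °C, 5% CO2.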
Giardia kill: Small Molecules that selectively kill Giardia lamblia: qHTS; Giardia lamblia trophozoite viability; activity change, % at 7.66 µM, hits read low; hit rate 0.15% among 340,000; in the data active means activity change below about -80%; inconclusive means between about -30% and that limit;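 further: parasites exposed to compound for two days anaerobically before the ATP read; on the % scale 0 is the no-effect control and ±100 the full control effect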
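Giardia lamblia trophozoites (100 cells/well) were incubated with compounds for 48 h at 37 deg C under anaerobic conditions. Viability was read as ATP content by one-step luminescence after 15-30 min at room temperature.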
NPC1 prom act: qHTS Assay for NPC1 Promoter Activators; AID 485313, 2010; hit rate 2.4% among 320,000; Potency, µM (doses to about 9.22 µM), for inactives: top-dose activation, usual class: activators; Huh7 NPC1 promoter luciferase reporter, 24 h;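 further: potency means the concentration at half of the fitted maximal effect; % of control where 0% means no effect; nearly all actives have a fitted effect of over 60% in size; reporter is driven by a mutant NPC1 promoter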
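Stably transfected Huh7 (NPC1 promoter→luciferase), 1500 cells/well in Opti-MEM + 10% FBS, 2 h settle, then compound 24 h at 37 °C. Luminescence after 10 min with Amplite reagent.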
PKM2 act: qHTS Assay for Activators of Human Muscle isoform 2 Pyruvate Kinase | hit rate 0.34% among 260,000 | purified PKM2, Kinase-Glo ATP luminescence, activation; response scale: 0% is enzyme alone, no compound | Pyruvate kinase PKM (Homo sapiens), P14618 | Potency, µM (highest dose often 57.5 µM), without a hit: at the highest dose activation, actives largely listed as activators | AID 1631, 2009; further: potency means the concentration at half of the fitted maximal effect; on the % scale 0 is the no-effect control and ±100 the full control effect; nearly all actives have a fitted effect of over 55% in size
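Purified hPK-M2 (>95% pure) converted ADP (0.1 mM final) to ATP with 0.5 mM PEP in 50 mM imidazole pH7.2, KCl, MgCl2, Tween 20, BSA; 1 h at room temperature. ATP detected by Kinase-Glo luminescence.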
* hit, by the source's call; ? = inconclusive; . = no result given; [ ] = remark or other dose. Unless noted, the call rests on the fitted dose curve; in most records, active means well fitted curve in the direction sought with a large enough effect; inconclusive means small, poorly fitted or top-dose-only effect, or another doubt; inactive means no such curve, though single readings can be large; an effect the other way counts as inactive or inconclusive. This is a subset; the hit share may differ from the screen's.

SMILES	FLuc modulator	BRCA1 expr act	p53 reactivation	RORgamma inh	VP16 counter	ELG1 genotoxic	Menin MLL FP TR	Rab9 promoter act	Giardia kill	NPC1 prom act	PKM2 act
C=CCn1c(SC(C)C(=O)Nc2ccc(Cl)cn2)nnc1C1CC1 (stereo not drawn)	2%	6%	0%	.	.	1%	.	0%	36[activator]	-1%	.
CN(CCC#N)C(=O)c1cc2c(s1)-c1ccccc1SC2	11µM*	?	19%	26%	25%	?	13%	2.5µM*	-14	2.2µM*	.
Cc1c(Nc2cc(=O)oc3ccccc23)c(=O)n(-c2ccccc2)n1C	-1%	26%	-2%	-6%	-1%	8%	0%	-2%	-6	-1%	4%
CCn1c(CC(=O)Nc2ccc(C)cc2)nnc1SCC(=O)Nc1nc(C)cs1	6%	16%	-5%	1%	2%	?	?	-5%	-18	-3%	-4%
CCOC(=O)CN(c1ccccn1)S(=O)(=O)c1ccccc1	5%	14%	-2%	-13%	-1%	2%	-4%	0%	5	-3%	2%
COc1ccc(C(=O)COC(=O)c2sc(C)nc2C)cc1OC	-10%	-1%	1%	.	.	1%	.	1%	-2	-2%	.
CCn1cc(C(=O)NCCCN2CCCC(C)C2)c(=O)c2cc(S(=O)(=O)N3CCc4ccccc4C3)ccc21 (stereo not drawn)	-3%	-1%	20%	-5%	-9%	-6%	?	3%	2	-8%	-6%
COc1ccc2[nH]c(C(=O)N/N=C/c3ccccc3OC)cc2c1	19µM*	-37%	-1%	-5%	-14%	-4%	2%	0%	-1	-18%	.
Cc1c(-c2ccc(Cl)cc2)[n+](=O)c2c(n1[O-])CCCC2	5%	6%	-2%	-12%	0%	0%	.	-1%	2	1%	-1%
Cc1nn2c(NCc3ccccn3)cc(C(C)C)nc2c1-c1ccccc1	-1%	-70%	13%	0.089µM*	0.63µM*	-11%	.	-27%	6	-4%	1%
CCCn1c(C)cc(/C=C(\C#N)C(=O)OCC(=O)N(C)c2c(N)n(Cc3ccccc3)c(=O)[nH]c2=O)c1C	11µM*	44%	10%	.	.	1%	.	0%	7	-2%	.
Cc1cc2ncc(C(=O)Nc3ccccc3)c(C)n2n1	-2%	21%	?	3%	21%	6%	-15%	-7%	-14	0%	3%
COc1ccc(S(=O)(=O)N2CCCN(CC(=O)Nc3ccccc3F)CC2)cc1	4%	-11%	3%	-4%	4%	-5%	-2%	8%	-6	7%	2%
CC1CCC(C(C)C)C(OC(=O)C2=C3c4ccccc4S(=O)(=O)N3CC2)C1 (stereo not drawn)	2%	0%	10%	-20%	-14%	-2%	-12%	-1%	3	-5%	-3%
Cc1nc2ccccc2cc1C(=O)O	2%	0%	-1%	-17%	-4%	1%	0%	7%	-4	-3%	6%
COCCn1c(Cc2ccccc2)nnc1SCC(=O)N(C)C	3%	-4%	6%	-24%	16%	1%	-4%	2%	-9	4%	1%
CCOC(=O)C(CCCOc1ccccc1C)C(=O)OCC	-11%	13%	-6%	7%	16%	-4%	1%	1%	-7	10%	-9%
COc1ccccc1OCC(=O)Nc1ccc(S(=O)(=O)N2CCCC2)cc1	1%	2%	-6%	-2%	1%	-5%	?	1%	8	0%	.
O=C(Nc1nc(-c2ccc(Br)cc2)cs1)c1cccnc1	1%	-3%	5%	-7%	3%	15%	4%	-11%	-4	-11%	-1%
O=c1[nH]c(CSc2ncn[nH]2)nc2ccccc12	-10%	-10%	10%	-4%	3%	1%	.	-5%	-27	1%	0%
COc1ccc(C(=S)N2CCC(C(N)=O)CC2)cc1Br	-8%	12%	2%	7%	-19%	5%	2%	-1%	24	-5%	?
O=C(CCn1cnc2ccccc2c1=O)Nc1ccc(S(=O)(=O)N2CCCCC2)cc1	0%	-11%	-3%	13%	-4%	-1%	19%	-3%	-17	-1%	0%
COc1ccccc1N1CCN(/N=C/c2c(C)nn(-c3ccccc3)c2C)CC1	-1%	0%	-7%	?	-14%	-18%	-1%	5%	1	-5%	20%
COc1cccc(NC(=O)C2CCCN2C(=O)Nc2cccc(F)c2)c1 (stereo not drawn)	0%	0%	-9%	6%	-9%	-3%	17%	3%	14	0%	-10%
Cc1cc(C)nc(NC(=O)c2ccc(Cl)cc2Cl)n1	-1%	0%	-3%	1%	10%	1%	-2%	-4%	1	-2%	-2%
COc1cc(/C=C/C(=O)OCC(=O)NCCC2=CCCCC2)ccc1O	5%	23%	0%	19%	-1%	-1%	2%	-4%	23	-5%	1%
COc1ccccc1N1CCN(c2cc(C)nc3nc(C)nn23)CC1	-3%	-8%	7%	35%	3%	0%	-3%	-5%	29	-3%	-1%
Cc1ccc(C(=O)Nc2ccc(N3CCN(C)CC3)cc2)c(Cl)c1	24µM*	99%	?	-4%	2%	?	-5%	3.5µM*	2	3.5µM*	-1%
O=C(Cc1cccs1)Nc1nnc(SCC(=O)NC2CCCCC2)s1	-1%	0%	-8%	-14%	0%	?	-28%	-2%	1	3%	5%
COc1ccc(C(=O)OCC(=O)Nc2ccccc2)cc1[N+](=O)[O-]	-2%	3%	-2%	17%	-14%	0%	?	-2%	0	-3%	6%

Compounds shown so far containing a Cl atom (four):
SMILES	FLuc modulator	BRCA1 expr act	p53 reactivation	RORgamma inh	VP16 counter	ELG1 genotoxic	Menin MLL FP TR	Rab9 promoter act	Giardia kill	NPC1 prom act	PKM2 act
C=CCn1c(SC(C)C(=O)Nc2ccc(Cl)cn2)nnc1C1CC1 (stereo not drawn)	2%	6%	0%	.	.	1%	.	0%	36[activator]	-1%	.
Cc1c(-c2ccc(Cl)cc2)[n+](=O)c2c(n1[O-])CCCC2	5%	6%	-2%	-12%	0%	0%	.	-1%	2	1%	-1%
Cc1cc(C)nc(NC(=O)c2ccc(Cl)cc2Cl)n1	-1%	0%	-3%	1%	10%	1%	-2%	-4%	1	-2%	-2%
Cc1ccc(C(=O)Nc2ccc(N3CCN(C)CC3)cc2)c(Cl)c1	24µM*	99%	?	-4%	2%	?	-5%	3.5µM*	2	3.5µM*	-1%

Other records
SMILES	FLuc modulator	BRCA1 expr act	p53 reactivation	RORgamma inh	VP16 counter	ELG1 genotoxic	Menin MLL FP TR	Rab9 promoter act	Giardia kill	NPC1 prom act	PKM2 act
CCCCCCn1c(SCC(=O)c2ccccc2)nc2c1c(=O)[nH]c(=O)n2C	3%	-21%	0%	16%	-1%	-5%	-13%	-3%	14	-1%	-9%
Cc1cccc(OCc2nc(-c3ccccn3)n[nH]2)c1	-13%	35%	.	1.6µM*	2.8µM*	.	18%	.	18	.	-1%
CCSc1nnc(-c2cc(Br)ccc2NC(C)=O)c(=O)[nH]1	4%	-12%	-2%	-21%	2%	-2%	.	5%	5	-2%	0%
COc1ccc(S(=O)(=O)NCCCn2ccnc2)cc1C(C)(C)C	0%	10%	.	-5%[1.91 µM]	7%	-1%	-2%	-5%	-15	-1%	1%
CCC(=O)N1CCC2(CC1)Oc1ccc(Cl)cc1C(=O)C21CC(c2ccc(Cl)cc2)=NO1 (stereo not drawn)	-2%	-34%	-5%	22%	0%	-6%	.	-8%	13	0%	-7%
CC(=O)N=c1sccn1CC(O)c1ccccc1 (stereo not drawn)	-2%	0%	-2%	-2%	10%	-9%	-2%	-9%	3	-3%	.
COC(=O)c1cnc(N2CCOCC2)nc1C(F)(F)F	0%	11%	2%	-1%	15%	3%	.	0%	4	-3%	3%
CCN(CC)CCN(C(=O)c1ccc2c(c1)CCCC2)c1nc2ccc(OC)cc2s1	3%	-8%	3%	13%	-17%	-10%	?	2%	6	-3%	-9%

Compound profiles (already shown). Order of values: FLuc modulator	BRCA1 expr act	p53 reactivation	RORgamma inh	VP16 counter	ELG1 genotoxic	Menin MLL FP TR	Rab9 promoter act	Giardia kill	NPC1 prom act	PKM2 act
CCSc1nnc(-c2cc(Br)ccc2NC(C)=O)c(=O)[nH]1 reads 4%	-12%	-2%	-21%	2%	-2%	.	5%	5	-2%	0%
COc1ccc(S(=O)(=O)NCCCn2ccnc2)cc1C(C)(C)C reads 0%	10%	.	-5%[1.91 µM]	7%	-1%	-2%	-5%	-15	-1%	1%

Screens (PubChem)
